MEKK3 PB1 HTS: modulators of MEKK3-MEK5 PB1 binding, primary screen, biochemical, wildtype MEKK3, multiplex bead flow cytometry, Alexa488-MEK5; binding response (% of control), % at 10 µM; bead-based flow cytometry, Alexa488-MEK5 binding to MEKK3; actives lie on both sides; 0 = blocked by unlabeled MEK5, 100 = vehicle; 1.4% of 290,000 active;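 active = binding response more than 3 SD above or below the average of its plate-row segment, actives on both sides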;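 note: Alexa488 bead fluorescence after subtracting the streptavidin-only scavenger bead signal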
Target sequence (Q99759 whole entry, looked up): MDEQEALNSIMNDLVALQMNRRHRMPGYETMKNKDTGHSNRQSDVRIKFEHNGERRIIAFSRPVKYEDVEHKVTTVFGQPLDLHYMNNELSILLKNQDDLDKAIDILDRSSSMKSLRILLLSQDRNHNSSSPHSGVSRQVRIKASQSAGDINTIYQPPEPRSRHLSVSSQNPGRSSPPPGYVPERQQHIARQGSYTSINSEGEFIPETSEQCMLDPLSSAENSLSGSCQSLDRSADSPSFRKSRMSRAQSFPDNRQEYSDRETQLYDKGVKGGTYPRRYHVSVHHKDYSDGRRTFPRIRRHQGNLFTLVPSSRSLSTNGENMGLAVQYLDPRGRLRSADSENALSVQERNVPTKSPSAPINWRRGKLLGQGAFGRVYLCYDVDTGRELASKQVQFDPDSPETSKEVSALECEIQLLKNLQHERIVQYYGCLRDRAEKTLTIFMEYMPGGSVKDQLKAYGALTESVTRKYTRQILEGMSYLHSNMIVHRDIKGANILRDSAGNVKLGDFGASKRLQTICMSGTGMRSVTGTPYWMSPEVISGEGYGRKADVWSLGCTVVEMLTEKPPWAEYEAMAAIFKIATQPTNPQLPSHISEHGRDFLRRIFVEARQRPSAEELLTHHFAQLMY
CRFBP-R2 block: antagonists of CRF-BP/CRF-R2 complex, primary screen, cell-based, HEK293, calcium dye fluorescence, uHTS. CRF-induced calcium fluorescence. inhibition, % at 11.8 µM. 0.59% of 350,000 active;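 active = inhibition of the ligand-induced calcium signal above about 50% at the single tested concentration, limit read from the data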
FID counter: compounds displacing fluorescent DNA intercalator, primary screen, artefact control for HCV NS3 helicase inhibitor project, biochemical, FID fluorescence; DNA fluorescent intercalator displacement; inhibition, % at 7.9 µM; 0.17% of 290,000 active; AID 1845, 2009; in the data active = inhibition above about 37%;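 note: 0% = vehicle and 100% = reference compound; higher means more ethidium bromide displaced from hairpin DNA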
MEKK2 mut-MEK5: MEK5 binding signal on mutant MEKK2 PB1, primary screen, biochemical, multiplex bead flow cytometry, Alexa488-MEK5. Alexa488-MEK5 binding to MEKK2 mutant. percent response, % at 10 µM. 0.35% of 290,000 active; in the data active = percent response above about 24%, passing the limit was not always enough; note: inactives centre near 1; some results filed as inactive read as strong as hits
MEKK2 WT-MEK5: modulators of MEK5 binding to wildtype MEKK2, primary screen, biochemical, multiplex bead flow cytometry, Alexa488-MEK5; 1.1% of 290,000 active; Alexa488-MEK5 binding to MEKK2 WT; actives lie on both sides; AID 1531, 2009; Mitogen-activated protein kinase kinase kinase 2 (Homo sapiens), Q9Y2U5; binding response (% of control), % at 10 µM; in the data active = binding response below about 67% or above about 130%
CRFR2-BP ag: agonists of CRF-BP/CRF-R2 complex, primary screen, cell-based, HEK293, calcium dye fluorescence, uHTS | activation, % at 13.2 µM | AID 588473, 2011 | CRF-binding protein / CRF receptor 2 complex (human) | calcium dye fluorescence (FLIPR); percent of saturating CRF peptide response | 0.46% of 350,000 active;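 active = activation of at least 50%, plus an integration ratio under a set limit after plate pattern correction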;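 note: plate controls were neutral control wells without compound for no effect and CRF at EC100 for full effect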
GalR3 antag: GalR3 antagonists in HEK293 cells, primary screen, cell-based, fluorescence readout. Galanin receptor type 3 (Homo sapiens), O60755. HEK293 GalR3-CNG cAMP membrane potential fluorescence; galR3 body fused to GalR1 C-terminus. inhibition, % at 3 µM. 0.44% of 360,000 active. AID 651719, 2012;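 active = inhibition above the screen-wide average plus 3 SD, cut at about 13% in these data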;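 note: forskolin and galanin both at EC90 stimulate the cells; cAMP rise reported by CNG channel membrane potential dye signal; 0% = forskolin plus galanin with DMSO and 100% = forskolin alone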
Target sequence (O60755 1-299 limits assumed): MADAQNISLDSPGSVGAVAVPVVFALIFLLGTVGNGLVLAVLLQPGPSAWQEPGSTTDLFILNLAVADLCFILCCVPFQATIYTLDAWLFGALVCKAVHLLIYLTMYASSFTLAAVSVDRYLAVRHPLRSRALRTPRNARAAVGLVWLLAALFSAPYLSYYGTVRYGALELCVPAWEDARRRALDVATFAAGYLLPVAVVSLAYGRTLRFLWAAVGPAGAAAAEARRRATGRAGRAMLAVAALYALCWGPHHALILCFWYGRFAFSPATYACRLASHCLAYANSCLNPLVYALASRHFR
HCV NS3 hel inh: inhibitors of HCV NS3 helicase, primary screen, biochemical, Cy5 molecular beacon fluorescence | 0.56% of 290,000 active | AID 1800, 2009 | inhibition, % at 10.9 µM | NS3 helicase DNA unwinding | Hepatitis C virus NS3 helicase;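 active = inhibition above the mean of all tested compounds plus 3 SD, set per campaign, cut at about 35% in these data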;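 note: 0% = DMSO wells and 100% = thioflavine S control wells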
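System: NS3 helicase fragment of HCV / Schedule: 1 h at 25 °C / Control set: DMSO alone as 0% and 110 µM thioflavine S as 100% / Reagent: Cy5/quencher beacon DNA duplex and ATP to start / Technique: Cy5 fluorescence / Replication: singlicate / Evaluation: % inhibition of end-to-start signal ratio versus controls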
UBC9 SUMO inh: inhibitors of in vitro SUMOylation cascade, primary screen, biochemical, HTRF, uHTS; SUMO-conjugating enzyme UBC9 (Homo sapiens), P63279; HTRF SUMOylation assay, SAE1/SAE2 + UBC9; inhibition, % at 35 µM; 0.36% of 290,000 active; AID 2006, 2009; in the data active = inhibition above about 50%, passing the limit was not always enough; note: strong numbers were not always called active
Target sequence (P63279 whole entry, looked up): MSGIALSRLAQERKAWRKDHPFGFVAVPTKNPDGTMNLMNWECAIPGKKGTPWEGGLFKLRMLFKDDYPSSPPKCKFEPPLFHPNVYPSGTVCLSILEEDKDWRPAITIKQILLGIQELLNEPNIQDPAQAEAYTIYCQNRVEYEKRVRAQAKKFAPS
Numbers without * were called inactive; x = not tested or not shown; [ ] = dose if it differs, or a comment. The list is partial; rates above refer to the full screens.

SMILES	MEKK3 PB1 HTS	CRFBP-R2 block	FID counter	MEKK2 mut-MEK5	MEKK2 WT-MEK5	CRFR2-BP ag	GalR3 antag	HCV NS3 hel inh	UBC9 SUMO inh
O=C(C1CCCO1)N1CCN(C(=S)Nc2ccc(Cl)cc2Cl)CC1 (stereo not drawn)	110	16	-4	0	104	-2.5	-5	3	-10
Cc1ccc(S(=O)(=O)N2CCOCC2)cc1C(=O)c1nccn1C	105	2	-5	4	108	-0.9	-2	3	11
CC(=O)N1CC=CC1(CC(C)C)C(=O)NCCc1c[nH]c2ccccc12 (stereo not drawn)	94	7	-14	1	95	5.4	-5	-1	-13
CC(=O)N(CCCN1CCOCC1)Cc1ccncc1	100	18	2	3	107	-0.9	-1	-1	10
COc1ccc(C(CNC(=O)c2ccc(N3CCCC3=O)cc2)N(C)C)cc1 (stereo not drawn)	105	-7	-3	12	106	0.0	-3	0	7
Cc1ccc(C(=O)CSC2=C(C#N)C(c3ccco3)C3=C(CC(C)(C)CC3=O)N2)cc1 (stereo not drawn)	98	-15	-8	0	91	8.9	-11	3	-17
BrC(/C=N/Nc1nc(N2CCOCC2)nc(N2CCOCC2)n1)=C/c1ccccc1	104	-9	-29	6	105	-0.1	6	0	16
CCCCCOc1ccc(C(=O)CCC(=O)N2CCCC2)cc1	104	-2	-35	-6	101	-0.6	-3	1	6
O=C(Cc1csc(-c2ccccc2)n1)NCc1ccccc1F	100	x	-16	-1	95	x	-5	26	1
O=C(CSc1nnc(Cc2cc(=O)[nH]c(=O)[nH]2)n1-c1ccc(Cl)cc1)NCC1CCCO1 (stereo not drawn)	101	9	-9	17	8.0*	4.5	-4	5	-9
Cc1ccc(C(=O)NCCS(=O)(=O)N2CCN(c3ccccc3F)CC2)cc1[N+](=O)[O-]	101	0	-27	-3	103	0.3	-6	-6	2
Cc1c(C=O)c2ccccc2n1CCOc1ccccc1F	104	24	-22	11	108	-0.7	-13	-17	10

Whole records, looked up by structure. Screens in order: MEKK3 PB1 HTS, CRFBP-R2 block, FID counter, MEKK2 mut-MEK5, MEKK2 WT-MEK5, CRFR2-BP ag, GalR3 antag, HCV NS3 hel inh, UBC9 SUMO inh
Cc1c(C=O)c2ccccc2n1CCOc1ccccc1F across the screens: 104, 24, -22, 11, 108, -0.7, -13, -17, 10
CC(=O)N1CC=CC1(CC(C)C)C(=O)NCCc1c[nH]c2ccccc12 (stereo not drawn) across the screens: 94, 7, -14, 1, 95, 5.4, -5, -1, -13

(further entries)
SMILES	MEKK3 PB1 HTS	CRFBP-R2 block	FID counter	MEKK2 mut-MEK5	MEKK2 WT-MEK5	CRFR2-BP ag	GalR3 antag	HCV NS3 hel inh	UBC9 SUMO inh
COc1ccc(NC(=O)Cc2nnc(SCC(=O)NC3CCCCC3C)n2C)cc1 (stereo not drawn)	102	0	-23	-3	100	-1.4	-7	-7	10
CC(C)(C)[C@H]1C=C(C(=O)NC2CC2)O[C@@H](OCCCCO)C1	107	0	-10	2	105	0.1	-4	8	6
c1csc(-c2nc(N3CCOCC3)c3ccccc3n2)c1	101	-27	-15	-1	100	-1.6	-3	4	3
NNc1nc(Nc2ccc([N+](=O)[O-])cc2)nc(N2CCCCCC2)n1	104	-24	-4	5	108	0.4	-10	-75	5
CC(=O)c1n[nH]nc1Nc1nc(C)cc(C)n1	90	-18	-3	7	107	-1.7	-7	11	-21
CC(=O)c1cc(-c2ccccc2)n(CC(=O)Nc2ccc(C)c(C)c2)c1C	82	7	-8	-3	84	0.1	-3	-2	8
O=C(Nc1ccc(O)cc1)C1CCCO1 (stereo not drawn)	103	10	0	5	102	0.9	-4	3	10
CCN(CC)CCNC(=O)c1ccc(Cl)c(S(=O)(=O)Nc2ccccc2OC)c1	99	-8	11	-2	103	-2.2	-7	8	-4
CCCCC1(CC(=O)OC)C(=O)N(c2ccccc2)N(c2ccccc2)C1=O	138*	7	-28	2	107	-4.7	-7	-6	4
O=C1CC(/C=C/c2ccncc2)=Nc2ccccc2N1	98	3	-8	-6	95	-1.3	3	0	16
CC(C)c1nc(CNC(=O)C2CCC(=O)N(Cc3ccc(Cl)cc3)C2)no1 (stereo not drawn)	99	7	-30	-7	98	-0.1	-7	6	-3
CCCCNC(=O)COC(=O)c1c2c(nc3ccccc13)/C(=C/c1cccs1)CC2	98	-25	-12	-3	87	6.8	-9	38*	29
Cc1cc(C)c(S(=O)(=O)NCC2CCC(C(=O)NCCCN3CCOCC3)CC2)c(C)c1 (stereo not drawn)	106	7	18	12	115	0.1	-2	-9	-8
CCn1c(NC(=O)c2ccc(C)cc2)c2ccccc2nc1=O	110	4	-5	13	109	-0.3	6	16	0
Cc1ccc(S(=O)(=O)Oc2ccc(/C=N/NC(=O)c3cccnc3)cc2)cc1	98	-29	-3	-14	93	-1.3	-4	-5	14
Cn1c(C(=O)Nc2ccc3c(c2)OCO3)cc2sccc21	86	15	1	0	92	-5.2	-6	0	1
CNc1ccc(/C=C(\C#N)C(=O)Nc2ccccn2)cc1[N+](=O)[O-]	99	-2	-4	8	103	-2.1	-9	-15	10
CCCCN=C(N)/C(C(=O)OCC)=C(\O)c1ccc(OC)cc1	100	-13	-21	1	100	15	-4	0	-39
COc1cccc(NC(=O)CN(C)C(C)C(=O)Nc2ccc(S(=O)(=O)N3CCCC3)cc2)c1 (stereo not drawn)	108	-12	-20	0	99	-2.3	-1	-12	-6
O=C(O)CCN1CCc2ccccc2C1c1ccncc1 (stereo not drawn)	100	-9	-2	5	96	-0.4	-8	1	15
N#CC1=C(N)Oc2n[nH]c(-c3ccccc3)c2C12C(=O)Nc1ccccc12 (stereo not drawn)	104	12	-17	-2	101	-0.6	-3	5	2
Cn1ncc(N=Cc2ccccc2)c1C(N)=O	100	9	2	5	101	1.9	-4	1	6
CC(C)n1c(=O)[nH]c2cc(C(=O)Nc3ccccc3)ccc21	99	-19	-5	-2	96	6.9	4	-8	3
Cc1noc(C)c1CSc1cc(C)c2ccccc2n1	100	31	-12	-1	97	-0.6	-5	4	7
CC1(C)CC(N2CN(C3CCCCC3)CC2=O)CC(C)(C)N1	101	13	1	7	105	0.0	0	4	6
C=CCN(C(=O)c1csnn1)C(C(=O)NC1CCCC1)c1ccc(Cl)cc1 (stereo not drawn)	102	0	-31	2	101	0.8	-7	-1	5
COCCNC(=O)CN(C(=O)CCC(=O)Nc1nccs1)c1ccccc1OC	106	10	-20	-2	102	-0.1	-4	-3	16
Cc1cc(C)c2sc(N)nc2c1	80	16	2	-13	75	-2.7	1	3	17
COc1ccc(OC2OC3COC(c4ccco4)OC3C(O)C2NC(C)=O)cc1 (stereo not drawn)	105	-21	-9	-1	98	-2.9	3	12	0
CCc1ccc(NC(=O)CSc2nc3ccccc3c(=O)n2CCN2CCOCC2)cc1	87	14	-3	-12	93	-1.6	-4	-8	26
CCOC(=O)c1cnn(-c2ccccc2)c1NC(=O)C(F)(F)C(F)(F)C(F)(F)F	105	17	-2	3	106	-1.4	0	5	2
CCCCCC/C(=N/O)c1ccccn1	108	59*	-4	6	111	-0.6	0	-2	31
N=C(N)SCc1ccccn1	95	-6	-6	-3	96	-0.1	-9	-4	-44
COCCN(C(=S)Nc1ccc(C)cc1)C(C)c1cccnc1 (stereo not drawn)	102	-5	0	-7	98	0.3	9	-6	2
CCCCN1CC(=O)N2[C@H](c3ccc(OC)cc3)[C@@H]3C(=O)N(CC)C(=O)[C@@H]3[C@]2(Cc2ccccc2)C1=O	104	1	-24	6	108	-2.6	-6	5	0
CCN1CCN(C(=O)CN(C)S(=O)(=O)c2ccc(Cl)cc2)CC1	102	-26	2	7	104	-2.5	-7	2	8
CCOc1ccc(NC(=O)CN(C)CC(=O)NC2CCCc3ccccc32)cc1OCC (stereo not drawn)	99	4	-33	1	101	0.8	0	-8	-7
O=C(NCc1cccc(C(F)(F)F)c1)C1CC2Cn3c(nc4ccccc43)C2N1Cc1ccccc1 (stereo not drawn)	105	-6	x	3	105	-0.8	7	x	x
Cc1sc(N)nc1-c1ccc(Oc2ccccc2)cc1	100	12	-6	-2	100	-0.5	-8	-18	0
CC(=O)N1CCc2cc(S(=O)(=O)NC(C(=O)Nc3ccc4c(c3)OCCO4)C(C)C)ccc21 (stereo not drawn)	99	-11	-5	5	102	2.4	6	-6	23
O=C(CCc1ccccc1)NCCc1ccc(F)cc1	103	6	-13	3	103	-0.2	-3	2	-6
CCOc1cc(NC(=S)NCC(C)C)c(OCC)cc1NC(=O)c1ccco1	101	21	-9	1	104	-0.7	-2	-9	6
O=C(O)C1C2C=CC(O2)C1C(=O)NCCC1=CCCCC1 (stereo not drawn)	1.0*[inhibitor]	11	-7	-18	1.0*[inhibitor]	-1.0	x	4	14
CC(=O)Nc1ccc(NC2=CC(=O)c3ccccc3C2=O)cc1	99	-7	-5	4	100	-0.1	-10	11	3
Cn1cc(C(=O)c2ccc(Cl)cc2Cl)cc1C(=O)N/N=C(\N)COc1ccc(F)cc1	100	3	-18	2	99	-0.3	0	-5	1
CC(NC(=S)NC1CCCCC1)c1ccccc1 (stereo not drawn)	106	-5	-17	4	105	0.9	-6	-6	6
Cc1ccc(C)c(NC(=O)Cc2coc3cc4c(cc23)CCC4)c1	111	25	-7	-1	100	-1.1	-11	3	3
O=C(Nc1ccc(Cl)cc1)N(Cc1cccnc1)Cc1ccco1	106	17	-10	2	106	1.3	-3	-12	21

Single values from the results shown.
Value for O=C(CCc1ccccc1)NCCc1ccc(F)cc1 under MEKK3 PB1 HTS: 103
Value for Cn1cc(C(=O)c2ccc(Cl)cc2Cl)cc1C(=O)N/N=C(\N)COc1ccc(F)cc1 under MEKK3 PB1 HTS: 100

(more compounds)
SMILES	MEKK3 PB1 HTS	CRFBP-R2 block	FID counter	MEKK2 mut-MEK5	MEKK2 WT-MEK5	CRFR2-BP ag	GalR3 antag	HCV NS3 hel inh	UBC9 SUMO inh
CC(C)c1nccn1S(=O)(=O)c1cc([N+](=O)[O-])ccc1Cl	103	2	-15	22	106	1.3	2	13	2
Cc1ccc(NC(=O)C2Cc3ccccc3C(=O)O2)cc1 (stereo not drawn)	95	-19	-6	-11	80	-3.9	5	-4	8
O=C1NC(=O)/C(=C/c2ccccn2)S1	95	11	2	-6	91	-0.3	-4	4	16
Cc1nn(CC(=O)N2CCN(c3cccc(C(F)(F)F)c3)CC2)c(=O)c2cccn12	103	-16	-42	6	104	1.5	-6	3	6
COc1ccc(S(=O)(=O)NCc2ccccc2)cc1	104	28	-1	-1	101	0.6	-3	-1	-5
Cc1c(C(=O)Nc2ccc3c(c2)OCCO3)cnn1C	99	-1	-2	-2	99	-0.2	-10	0	4
COc1cc(/C=N/NC(=O)c2cccc([N+](=O)[O-])c2)ccc1OC(=O)c1ccco1	103	-19	-1	0	101	-2.9	0	-2	-20
O=C(Cn1c(COc2ccc(Cl)cc2)nc2ccccc21)NCC(F)(F)F	108	4	-9	29	118	-1.8	1	6	2
N#Cc1nc(-c2ccccc2Cl)oc1N1CCOCC1	93	-13	-12	-5	97	-1.0	2	-8	19
